# From PubChem
# PDI turbidity: inhibitors of human protein disulfide isomerase; inhibition, % at 10 µM; P07237; PDI insulin aggregation turbidity, A650, 90 min; 0.052% of 350,000 active;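 active = mean inhibition across replicates of 30% or more, whatever share of single replicates reach that level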;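 note: absorbance from insulin aggregation driven by PDI reduction with DTT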
# Target sequence (P07237 whole entry, looked up): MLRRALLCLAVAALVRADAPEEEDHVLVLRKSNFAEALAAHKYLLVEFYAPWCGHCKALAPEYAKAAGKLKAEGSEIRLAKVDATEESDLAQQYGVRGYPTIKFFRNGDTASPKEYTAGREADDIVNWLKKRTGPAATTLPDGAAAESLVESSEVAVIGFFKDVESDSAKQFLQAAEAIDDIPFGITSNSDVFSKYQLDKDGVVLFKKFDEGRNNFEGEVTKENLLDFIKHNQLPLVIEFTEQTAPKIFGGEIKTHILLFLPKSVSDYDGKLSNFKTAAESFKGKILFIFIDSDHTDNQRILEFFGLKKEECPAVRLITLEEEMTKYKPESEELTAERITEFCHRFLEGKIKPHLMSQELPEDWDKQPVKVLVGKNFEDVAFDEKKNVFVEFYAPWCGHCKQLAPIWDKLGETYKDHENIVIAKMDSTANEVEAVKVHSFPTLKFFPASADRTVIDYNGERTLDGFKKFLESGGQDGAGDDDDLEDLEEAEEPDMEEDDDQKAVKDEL
# Shn3 inh set2: reduces Shn3 3'UTR luciferase signal in osteoblasts. inhibition, % at 12.5 µM. Clone20 osteoblast Shn3 3'UTR firefly luciferase, 24 h. 0.52% of 360,000 active;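 active = mean inhibition of at least 75% with every replicate also reaching 75%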;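 note: 0% = median of neutral control wells and 100% = pilot-screen positive control compound; some compounds past the cut are filed as inactive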
# CaV13 FRET inh: Disruptors of the CACNA1D IQ motif to Ca2+-dependent inactivation inhibitor domain association, primary screening, Förster resonance energy transfer in intact living … | HEK cells, CFP/YFP FRET ICDI-IQ, plate reader, 10 min; percent FRET-ratio fall versus neutral wells | inhibition, % at 12.3 µM | 0.098% of 340,000 active;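 active = mean replicate inhibition of at least 30% and at least 1% of replicates passing that level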;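 note: 0% = median of the neutral control wells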
# HIF-2a inh: inhibitors of HIF-2a; 0.72% of 360,000 active; inhibition, % at 18.8 µM; AID 624352; 786-0 RCC cells HIF-2a reporter, luciferase luminescence, overnight;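 active = inhibition of the luminescence signal of 40% or more relative to plate controls, in a single-dose primary screen at 18.75 µM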
# NR2E3 ag-1: agonists of human NR2E3 nuclear receptor; Q9Y5X4; CHO-S Gal4-NCOR/VP16-NR2E3 two-hybrid, luciferase; inhibition of corepressor binding, % at 3.98 µM; 0.35% of 360,000 active; AID 602229;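 active = inhibition above the mean of all tested compounds plus 3 SD, cut at about 70% in these data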;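 note: 0% = DMSO with NR2E3 transfected cells and 100% = cells lacking NR2E3 construct; higher means lower luciferase signal from less NR2E3 corepressor binding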
# Target sequence (Q9Y5X4 whole entry, looked up, the tested form may be a part): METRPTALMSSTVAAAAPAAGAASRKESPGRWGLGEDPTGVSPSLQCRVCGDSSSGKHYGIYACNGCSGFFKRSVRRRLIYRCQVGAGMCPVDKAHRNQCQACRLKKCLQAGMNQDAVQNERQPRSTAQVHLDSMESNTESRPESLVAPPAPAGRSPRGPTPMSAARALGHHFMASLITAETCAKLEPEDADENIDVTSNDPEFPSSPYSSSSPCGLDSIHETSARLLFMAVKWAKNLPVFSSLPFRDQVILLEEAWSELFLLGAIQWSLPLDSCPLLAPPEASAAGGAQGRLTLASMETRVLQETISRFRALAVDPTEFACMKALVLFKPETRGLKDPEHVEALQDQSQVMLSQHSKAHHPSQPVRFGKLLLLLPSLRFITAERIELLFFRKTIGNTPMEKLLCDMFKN
# MITF TRPM1 inh: reduces MITF-dependent TRPM1 promoter luciferase signal | 0.83% of 330,000 active | SK-MEL-5 TRPM1 promoter luciferase, 24 h | inhibition, % at 12.5 µM | AID 488899;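 active = mean inhibition across replicates of 60% or more, whatever share of single replicates reaches that level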; note: values of inactives mirror those of a sister screen read the other way
# Peg3 prom inh: Peg3 promoter activity inhibition. HeLa PEG-Prom luciferase reporter, luminescence, overnight. 1.7% of 360,000 active. inhibition, % at 20 µM;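 active = inhibition of at least 50% at 20 µM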
# NR2E3 ag-2: NR2E3 (human) agonism; GST-NR2E3/biotin-RetCOR TR-FRET, 1536-well; AID 2300; Q9Y5X4; 0.12% of 320,000 active; inhibition of corepressor binding, % at 4.78 µM;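 active = percent inhibition above the cutoff of mean plus 3 SD of all tested compounds, set per screening campaign, cut at about 20% in these data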;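 note: 0% = DMSO wells and 100% = biotin wells as full block of FRET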
#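 Test system – NR2E3–RetCOR corepressor complex · Quantity – NR2E3 fusion 1.35 nM · Buffer or medium – Tris pH 7.5 · Incubation – Compound–protein incubation for 5 h at 4 °C · Technique – TR-FRET, Eu(K)-anti-GST donor, streptavidin-D2 acceptor, ex 340, em 617/671 nm · Evaluation – percent inhibition of 671/617 nm emission ratio versus biotin and DMSO controls · Plate – 1536-well format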
# iPSC survival up: enhancers of human iPSC single-cell survival. hiPSC single-cell survival, ATPlite luminescence; 100% = ROCK inhibitor wells, 0% = DMSO. survival enhancement, % at 20 µM. 0.044% of 360,000 active. AID 602274; in the data active = survival enhancement above about 18%;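 note: cells exposed to compounds for 16 hours before the ATP read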
# m5-HT2A agonist: activates the mouse 5-HT2A serotonin receptor; 0.66% of 360,000 active; activation, % at 7.6 µM; P35363; CHO-K1 mHTR2A beta-arrestin complementation, luminescence; percent of 30 µM serotonin response; AID 624169;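 active = activation above a run cutoff, the mean activation of all tested compounds plus 3 SD, cut at about 14% in these data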;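 note: 0% = plate median of compound wells and 100% = 30 µM serotonin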
# Cardio protect: myocardial damage modulation in H9c2 cells | H9c2 cardiomyocytes, H2O2 injury protection, ATPLite, 2 h | protection from H2O2 cell death, % at 20 µM | 0.63% of 360,000 active | AID 588492;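 active = compounds giving at least 50% protection of heart cells from peroxide-induced death in the single-dose screen, raw or plate-pattern-corrected value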;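 note: 0% = DMSO wells with peroxide and 100% = DMSO wells without peroxide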
# * marks the source's active call; other numbers are inactive results; / = not tested or not shown.
1) COC(=O)c1ccc(OC)c(NS(=O)(=O)c2ccc(-n3cnnn3)cc2)c1
2) O=C1Nc2ccccc2C1=Nc1ccc(Cl)cc1
3) COc1ccc(C2(C)NC(=O)N(Cc3cc(Cl)cc4c3OCOC4)C2=O)cc1OC (stereo not given)
4) COc1ccc(CNC(=O)[C@@H](C)NC(=O)[C@@H]2Cc3ccccc3CN2)cc1
5) COc1cc(NC(=O)C/C(C)=N/NC(=O)Cc2ccccc2)c(OC)cc1Cl
6) O=C(CNC(=O)c1cccc(F)c1)N/N=C/c1cccnc1
7) CSCCC(C(=O)O)N1C(=O)c2ccc(C(=O)O)cc2C1=O (stereo not given)
8) COc1cccc(NC(=O)Cc2cccs2)c1

compound no.	1	2	3	4	5	6	7	8
PDI turbidity	8	-6	20	/	-6	6	1	12
Shn3 inh set2	-9	-2	17	-23	-7	4	9	-1
CaV13 FRET inh	-7	-20	-4	/	-5	-2	-6	-1
HIF-2a inh	7	15	22	-3	8	-9	4	-82
NR2E3 ag-1	12	-3	7	-24	5	2	-21	-8
MITF TRPM1 inh	13	4	2	8	6	2	-9	-39
Peg3 prom inh	19	10	27	-6	-5	-13	3	-30
NR2E3 ag-2	-1	/	0	1	0	2	-2	2
iPSC survival up	-0.4	0.4	3.8	2.0	-2.2	-0.2	-1.0	-1.4
m5-HT2A agonist	10	2	0	-1	-5	6	-3	7
Cardio protect	2	1	10	1	2	0	2	-1

9) O=C(Nc1cccc(NC(=O)C2CC3CCCC(C2)C3=O)n1)C1CC2CCCC(C1)C2=O (stereo not given)
10) O=C(c1cccs1)c1no[n+]([O-])c1C(=O)c1cccs1
11) Cn1c(C(=O)N2CCN(c3cccc(C(F)(F)F)c3)CC2)cc2sccc21
12) CN(c1ccccc1)S(=O)(=O)c1cccc(C(=O)Nc2ccc(N3CCOCC3)cc2)c1
13) O=C(O)c1cc(=O)[nH]c2ccc(S(=O)(=O)Nc3ccc(F)cc3)cc12
14) Cc1cccc(C2Nc3ccccc3C(=O)N2c2ccccc2)n1 (stereo not given)
15) CNC(=O)CS(=O)CC(=O)Nc1cc(OCCOC)c(Cl)cc1Cl (stereo not given)
16) CCc1nc2ccc(C(=O)NCc3ccccc3)cc2nc1CC

compound no.	9	10	11	12	13	14	15	16
PDI turbidity	-1	9	3	-1	4	8	1	-6
Shn3 inh set2	28	51	-10	11	0	-5	-12	-34
CaV13 FRET inh	/	/	-5	-6	-4	-6	3	1
HIF-2a inh	10	63*	1	11	8	-1	10	-8
NR2E3 ag-1	-6	-8	-8	-8	21	-20	-18	-72
MITF TRPM1 inh	7	67*	-8	15	0	10	9	-8
Peg3 prom inh	21	93*	24	3	2	10	-7	-23
NR2E3 ag-2	0	1	2	/	4	1	6	2
iPSC survival up	-0.4	0.9	-1.6	-0.4	-0.4	1.7	-0.4	0.7
m5-HT2A agonist	0	1	-1	-4	5	4	2	2
Cardio protect	-4	-30	-12	-6	3	2	-1	6

17) CCc1cccc(NC(=O)C2CCCN2S(=O)(=O)c2ccccc2C(F)(F)F)c1 (stereo not given)
18) CCCNC(=S)NNC(=O)c1cccs1
19) CCOc1ccc(N2CC(C(=O)NCc3ccco3)CC2=O)cc1 (stereo not given)
20) COc1cc(OC)c2c(-c3ccccc3)cc(=O)oc2c1C(CCN1CCCC1)c1ccc2c(c1)OCO2 (stereo not given)
21) Cn1c(SCC(=O)N/N=C/c2cccnc2)nnc1-c1ccccc1
22) COc1cccc(CNC(=O)CSc2nnc3c(n2)[nH]c2ccc(F)cc23)c1
23) COC(=O)c1ccc(CN(Cc2ccc(C(=O)OC)o2)C(C)(C)C)o1
24) O=C(c1ccc2c(c1)CCN2S(=O)(=O)c1ccccc1)N1CCN(c2ccccc2F)CC1

compound no.	17	18	19	20	21	22	23	24
PDI turbidity	8	-2	-7	2	-2	-7	3	9
Shn3 inh set2	3	18	4	-15	3	-6	-7	-21
CaV13 FRET inh	-13	11	-3	4	-6	-4	-1	-16
HIF-2a inh	10	4	6	2	13	10	15	4
NR2E3 ag-1	-4	-15	-9	-4	0	-20	-16	-3
MITF TRPM1 inh	0	-20	11	35	-16	12	1	5
Peg3 prom inh	20	6	12	91*	12	7	11	-4
NR2E3 ag-2	/	0	7	0	3	1	0	0
iPSC survival up	-0.4	-0.2	-0.1	-6.0	-0.4	-0.7	-2.1	0.4
m5-HT2A agonist	-1	-2	-1	-4	-2	1	-2	7
Cardio protect	-2	0	-1	5	0	-5	3	-4

# Entries of single compounds, quoted from the list. Order of values: PDI turbidity | Shn3 inh set2 | CaV13 FRET inh | HIF-2a inh | NR2E3 ag-1 | MITF TRPM1 inh | Peg3 prom inh | NR2E3 ag-2 | iPSC survival up | m5-HT2A agonist | Cardio protect
# COc1cc(OC)c2c(-c3ccccc3)cc(=O)oc2c1C(CCN1CCCC1)c1ccc2c(c1)OCO2 (stereo not given) as listed: 2 | -15 | 4 | 2 | -4 | 35 | 91* | 0 | -6.0 | -4 | 5
# COc1cccc(CNC(=O)CSc2nnc3c(n2)[nH]c2ccc(F)cc23)c1 as listed: -7 | -6 | -4 | 10 | -20 | 12 | 7 | 1 | -0.7 | 1 | -5
# CCCNC(=S)NNC(=O)c1cccs1 as listed: -2 | 18 | 11 | 4 | -15 | -20 | 6 | 0 | -0.2 | -2 | 0
# COC(=O)c1ccc(CN(Cc2ccc(C(=O)OC)o2)C(C)(C)C)o1 as listed: 3 | -7 | -1 | 15 | -16 | 1 | 11 | 0 | -2.1 | -2 | 3

# (continued)
25) COc1ccc(NC(=O)C2CCN(S(=O)(=O)c3cccnc3)CC2)cc1Cl
26) COc1coc(C(O)C[N+](=O)[O-])cc1=O (stereo not given)
27) O=C(OC1CCc2ccccc2C1=O)c1ccccc1O (stereo not given)
28) COc1ccc(C(=O)OCC(=O)Nc2c(C)cccc2C)cc1
29) CCOc1ccccc1OCC(=O)Nc1ccccc1C(=O)NC1CC1
30) CN(NC(=O)Nc1ccccc1)c1cnn(C)c(=O)c1Cl
31) COCCCN1C(=O)C(=O)/C(=C(/O)c2ccc(S(=O)(=O)N3CCOCC3)cc2)C1c1ccc(C(C)C)cc1 (stereo not given)
32) CCC1(C)CC(=O)N(c2ccc(F)c(Cl)c2)C(=O)C1

compound no.	25	26	27	28	29	30	31	32
PDI turbidity	1	8	1	-5	-16	-3	0	-1
Shn3 inh set2	2	-46	-53	10	-5	-22	-2	-65
CaV13 FRET inh	-5	-15	/	-5	-2	-5	-3	-17
HIF-2a inh	2	4	-70	4	18	18	7	19
NR2E3 ag-1	-33	-12	-135	-1	-19	3	-1	-14
MITF TRPM1 inh	-9	1	-60	19	1	4	-1	6
Peg3 prom inh	13	16	-170	18	20	-1	8	8
NR2E3 ag-2	-1	1	0	1	-4	-4	0	-2
iPSC survival up	0.3	-1.2	3.6	0.9	-0.4	0.3	0.4	-0.6
m5-HT2A agonist	1	6	-1	0	8	5	-3	3
Cardio protect	-10	2	-30	2	9	2	-1	-4

33) CC1CCN(C(=O)CCn2c(=O)oc3ccc(Cl)cc32)CC1
34) O=c1[nH]nc(Cc2ccc(-c3ccccc3Cl)o2)c2ccccc12
35) CCOc1ccc(Nc2nc(N)c([N+](=O)[O-])c(N3CCOCC3)n2)cc1
36) CC1CC(C)CN(C(=O)COC(=O)c2c[nH]c3ccccc23)C1 (stereo not given)
37) C[C@@H](c1ccccc1)N1C[C@@H](COCc2ccccc2)Oc2cc(N3CC[C@@H](N(C)C)C3)ccc2S1(=O)=O
38) O=C(CN1Cc2ccccc2C1=O)Nc1ccc2c(c1)OCCO2
39) CC(=O)N[C@@H]1[C@@H](O)[C@@H]2OC(c3ccccc3)OC[C@H]2O[C@@H]1N=[N+]=[N-] (stereo not given in full)
40) NS(=O)(=O)c1ccc(NC(=O)C(Sc2ccccc2)c2ccccc2)cc1 (stereo not given)

compound no.	33	34	35	36	37	38	39	40
PDI turbidity	-4	1	14	6	/	13	-1	-2
Shn3 inh set2	-11	24	-6	12	/	-19	-17	-16
CaV13 FRET inh	-12	/	-4	-6	-9	-3	-19	1
HIF-2a inh	-37	-35	8	-4	-27	-83	15	28
NR2E3 ag-1	-10	-38	23	-37	-24	-4	24	10
MITF TRPM1 inh	/	1	-1	15	/	-26	9	1
Peg3 prom inh	7	-2	4	3	/	-70	-10	28
NR2E3 ag-2	/	-1	-1	6	/	7	0	2
iPSC survival up	-2.8	-0.9	-0.8	-0.3	-0.5	-0.1	0.7	1.4
m5-HT2A agonist	3	-2	-5	4	-11	10	0	-6
Cardio protect	4	-3	9	7	/	-5	-2	5

41) Cc1cc(C)n2nc(-c3sccc3-n3cccc3)cc2n1
42) COc1ccc(-n2c(-c3ccc(Cl)cc3)c[n+]3c2CCc2ccccc2-3)cc1
43) Clc1ccc(Cn2ccc(C3CC3)n2)cc1
44) Cc1cc(C)c2[nH]c(=O)c(C(c3nnnn3Cc3ccc4c(c3)OCO4)N3CCCC3)cc2c1 (stereo not given)
45) COc1ccc(OC)c(NC(=O)C2CC(=O)N(c3ccc(Br)cc3)C2)c1 (stereo not given)
46) CCN1C(=O)[C@H]2[C@@H](c3ccc(C)cc3)N3C(=O)N(c4cccc(Cl)c4)C(=O)[C@@]3(Cc3ccc(Cl)cc3)[C@H]2C1=O
47) Cc1ccc(C(=O)NCC(=O)O)o1
48) CCn1c(COc2ccccc2C(N)=O)nc2ccccc21
49) O=C(NC1CC2CCC(C1)N2Cc1ccccc1)c1ccccc1Cl (stereo not given)
50) O=S(=O)(Nc1ccccc1C(F)(F)F)c1ccc(-c2ccccn2)s1

compound no.	41	42	43	44	45	46	47	48	49	50
PDI turbidity	-3	-2	6	6	-3	4	7	5	9	-2
Shn3 inh set2	9	76	-75	17	-15	-3	-21	-7	-12	7
CaV13 FRET inh	/	-8	-4	0	/	-9	-4	/	-20	-17
HIF-2a inh	-14	34	-87	4	13	4	13	-13	29	16
NR2E3 ag-1	-13	-2	-23	-7	10	-30	-11	-28	-6	-2
MITF TRPM1 inh	4	45	-35	8	-3	5	7	-2	0	-4
Peg3 prom inh	-13	16	-74	4	5	15	3	-6	7	14
NR2E3 ag-2	1	3	1	-2	5	0	2	-1	2	/
iPSC survival up	3.5	-3.1	-0.3	1.4	0.6	-2.4	-0.3	0.1	-0.2	-0.4
m5-HT2A agonist	-1	1	0	1	0	-3	6	-3	5	-2
Cardio protect	3	-12	7	2	11	-3	-3	21	1	6
